High-throughput results: PubChem BioAssay, several laboratories
MgcRacGAP inhibition: MgcRacGAP GTPase-activating activity inhibitors, confirmation, biochemical, ADP Hunter fluorescence | MgcRacGAP-stimulated Rac1 GTP hydrolysis, ADP Hunter fluorescence; higher % means a stronger effect; GST-tagged Rac1 F28L mutant substrate | inhibition, % at 30 µM, or IC50 in µM where a hit was titrated | 340,000 tested, 0.6% active;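 active means first-screen hits whose inhibition reached a set limit at any dose in the follow-up dose series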;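 further: fluorescence reports GDP produced by GAP-driven GTP hydrolysis; strong numbers were not always called active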
NTR1 agonist: agonists of NTR1, primary screen, imaging, U2OS cells, beta-arrestin-GFP, high content (AID 493036). Neurotensin receptor type 1 (Homo sapiens), P30989. NTR1-U2OS beta-arrestin-GFP spot imaging, agonist mode. activation, % at 20 µM. 330,000 tested, 0.17% active;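 active means activation at or above 40% of the spot to cytoplasm intensity ratio, with at least 20 cells analyzed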;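 further: 0% = DMSO without peptide and 100% = 100 nM NTR1 peptide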
Target sequence (P30989 whole entry, looked up): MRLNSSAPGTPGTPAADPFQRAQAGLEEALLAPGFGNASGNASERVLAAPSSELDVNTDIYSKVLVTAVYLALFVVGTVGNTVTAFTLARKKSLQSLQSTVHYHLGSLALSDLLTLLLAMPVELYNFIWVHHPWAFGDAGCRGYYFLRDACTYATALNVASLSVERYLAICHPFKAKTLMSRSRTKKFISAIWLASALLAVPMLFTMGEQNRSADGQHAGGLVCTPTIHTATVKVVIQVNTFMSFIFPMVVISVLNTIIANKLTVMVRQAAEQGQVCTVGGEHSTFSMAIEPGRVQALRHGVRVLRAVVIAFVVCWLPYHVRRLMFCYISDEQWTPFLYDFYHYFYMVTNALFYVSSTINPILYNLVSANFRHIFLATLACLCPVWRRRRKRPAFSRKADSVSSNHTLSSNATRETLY
Dengue-2 NS5 capping: Dengue-2 NS5 methyltransferase inhibitors, primary screen, biochemical, confirmation dose response (AID 588689); Dengue-2 NS5 methyltransferase capping enzyme assay, biochemical; higher % means a stronger effect; inhibition, % at 25 µM, or IC50 in µM where a hit was titrated; 340,000 tested, 0.3% active; in the data active means a potency from the dose series
NTR1 agonist cell count 20 µM: also measured in NTR1 agonist; calls as there; cell count; measured here: cell count, cytotoxicity flag
Dengue-2 NS5 capping pilot replicate: second read-out of Dengue-2 NS5 capping, no call of its own (marks repeat the call); inhibition, %; measured here: pilot screen replicate inhibition
Active calls of the source: *.

SMILES | MgcRacGAP inhibition | NTR1 agonist | NTR1 agonist cell count 20 µM | Dengue-2 NS5 capping | others
CN1[C@H]2CC[C@@H]1C(C(=O)N1CCOCC1)=C(O)C2 | 6% | -1.8 | 49 | -9%
COC(=O)c1ccc(NC(=O)NC(=O)Oc2ccccc2)cc1 | 5% | -0.9 | 66 | 3%
CCc1ccc(OCC(=O)N2CCN(CC(=O)Nc3ccccc3Cl)CC2)cc1 | 8% | 2.4 | 64 | -1%
C[C@]12CC[C@H](O)CC1=CCC1C2CC[C@@]2(C)C1C[C@@H]1CC(=O)O[C@@H]12 (stereo not given in full) | 0% | 1.0 | 53 | 5%
C[C@]12CCC3C(C[C@@H](O)[C@H]4C[C@@H](O)CC[C@]34C)C1CC[C@@H]2O (stereo not given in full) | -4% | -3.2 | 51 | 3%
COC(=O)C1=C(c2ccc(-c3ccccc3)c(F)c2)C[C@@H]2CC[C@H]1N2C(=O)NCCCOC(C)C | 5% | 0.4 | 52 | -2%
COC(=O)C1=C(c2ccc(Cl)c(C(F)(F)F)c2)C[C@@H]2CC[C@H]1N2C(=O)N1CCC(O)(c2ccc(Cl)cc2)CC1 | 10% | 1.4 | 56 | 0%
COC(=O)C1=C(c2ccc(OC(F)(F)F)cc2)C[C@@H]2CC[C@H]1N2C(=O)N1CCC(O)CC1 | 9% | 1.1 | 63 | 5%
O=C(c1ccc2nc3ccc(Cl)cc3c(=O)n2c1)N1CCC2(CC1)OCCO2 | 6% | 6.1 | 62 | 6%
COC(=O)C1=C(c2cccc(OCc3ccccc3)c2)C[C@@H]2CC[C@H]1N2C(=O)NCCN1CCOCC1 | 3% | 0.5 | 66 | 4%
C1CC2OC2CC1C1CO1 (stereo not given) | 3% | -2.3 | 52 | -6%
COC(=O)C1=C(c2ccc(-c3ccccc3)c(F)c2)C[C@@H]2CC[C@H]1N2C(=O)NCCOc1ccccc1 | 3% | -1.3 | 60 | -4%
C[C@]12CCC3C(CC[C@H]4C[C@H](O)CC[C@]34C)C1[C@@H](O)[C@@H](O)[C@@H]2O (stereo not given in full) | -6% | 3.8 | 47 | 2%
COC(=O)C1=C(c2ccc(F)cc2OCc2ccccc2)C[C@@H]2CC[C@H]1N2C(=O)NCCNC(C)=O | 8% | -3.0 | 37 | -10%
COC(=O)C1=C(c2ccc(F)cc2F)C[C@@H]2CC[C@H]1N2C | 13% | 0.2 | 59 | -3%
ClC1=C(Cl)C2(Cl)C3C(Cl)C=CC3C1(Cl)C2(Cl)Cl (stereo not given) | 2% | 5.3 | 61 | -2%
COC(=O)C1=C(c2ccc(C(C)=O)cc2)C[C@@H]2CC[C@H]1N2C(=O)NCCOc1ccccc1Cl | 1% | 1.0 | 50 | -6%
CCN(CC)C(=O)c1ccc(NC(=O)c2ccc3c(c2)NC(=O)CS3)cc1 | 1% | -0.4 | 54 | -4%
COC(=O)C1=C(c2ccc(-c3ccccc3)c(F)c2)C[C@@H]2CC[C@H]1N2C(=O)NCCc1ccccc1 | 7% | 1.2 | 62 | 1%
COC(=O)C1=C(c2ccc3ccccc3c2)C[C@@H]2CC[C@H]1N2C(=O)NCc1ccco1 | 11% | 0.6 | 54 | 1%

Structures shown so far that have a CF3 group (2):
SMILES | MgcRacGAP inhibition | NTR1 agonist | NTR1 agonist cell count 20 µM | Dengue-2 NS5 capping | others
COC(=O)C1=C(c2ccc(Cl)c(C(F)(F)F)c2)C[C@@H]2CC[C@H]1N2C(=O)N1CCC(O)(c2ccc(Cl)cc2)CC1 | 10% | 1.4 | 56 | 0%
COC(=O)C1=C(c2ccc(OC(F)(F)F)cc2)C[C@@H]2CC[C@H]1N2C(=O)N1CCC(O)CC1 | 9% | 1.1 | 63 | 5%

Ordered by SMILES length (ascending): part of the list above
SMILES | MgcRacGAP inhibition | NTR1 agonist | NTR1 agonist cell count 20 µM | Dengue-2 NS5 capping | others
COC(=O)C1=C(c2ccc(F)cc2F)C[C@@H]2CC[C@H]1N2C | 13% | 0.2 | 59 | -3%
COC(=O)C1=C(c2cccc(OCc3ccccc3)c2)C[C@@H]2CC[C@H]1N2C(=O)NCCN1CCOCC1 | 3% | 0.5 | 66 | 4%
COC(=O)C1=C(c2ccc(-c3ccccc3)c(F)c2)C[C@@H]2CC[C@H]1N2C(=O)NCCOc1ccccc1 | 3% | -1.3 | 60 | -4%

The listing picks up; the 2 compounds before the break are reprinted first.
SMILES | MgcRacGAP inhibition | NTR1 agonist | NTR1 agonist cell count 20 µM | Dengue-2 NS5 capping | others
COC(=O)C1=C(c2ccc(-c3ccccc3)c(F)c2)C[C@@H]2CC[C@H]1N2C(=O)NCCc1ccccc1 | 7% | 1.2 | 62 | 1%
COC(=O)C1=C(c2ccc3ccccc3c2)C[C@@H]2CC[C@H]1N2C(=O)NCc1ccco1 | 11% | 0.6 | 54 | 1%
C[C@]12CCC3C(CC[C@H]4C[C@@H](O)CC[C@]34C)C1C[C@@H](O)[C@H]2O (stereo not given in full) | 1% | 4.2 | 35 | 2%
COC(=O)C1=C(c2ccc(F)cc2OCc2ccccc2)C[C@@H]2CC[C@H]1N2C(=O)NCCCc1ccccc1 | 8% | 0.4 | 38 | 2%
CCOC(=O)C1(c2ccccc2)Oc2ccccc2C(c2ccc(OC)cc2)=C1C(=O)OC (stereo not given) | 10% | 1.7 | 58 | 1% | Dengue-2 NS5 capping pilot replicate=-4.5
ClCC(Br)CBr (stereo not given) | 3% | -1.2 | 56 | -5%
COC(=O)C1=C(c2cccc3c2S(=O)(=O)c2ccccc2-3)C[C@@H]2CC[C@H]1N2C(=O)N1CCOCC1 | 9% | 1.4 | 47 | -1%
COC(=O)C1=C(c2ccc(Cl)c(C(F)(F)F)c2)C[C@@H]2CC[C@H]1N2C(=O)NC1CCCCC1 | -4% | 1.9 | 54 | -3%
ClCCOCOCCCl | 2% | -1.7 | 46 | -1%
COC(=O)C1=C(c2ccc(F)cc2OCc2ccccc2)C[C@@H]2CC[C@H]1N2C(=O)NCC1CC1 | 14% | -1.1 | 56 | -1%
COC(=O)C1=C(c2ccc(C(C)=O)cc2)C[C@@H]2CC[C@H]1N2C(=O)NCc1ccc2c(c1)OCO2 | 4% | 0.3 | 62 | 4%
COc1cc(O)cc2c1cc([N+](=O)[O-])c1c(C(=O)O)cc3c(c12)OCO3 | 15% | -1.0 | 56 | 13%
C[C@]12CCC3C(CC[C@H]4C[C@@H](O)CC[C@]34C)[C@H]1C=CC2=O (stereo not given in full) | 0% | 2.8 | 36 | -1%
CO[C@@H]1C=CC23c4cc5c(cc4CO[C@]2(O)CN(C)[C@H]3C1)OCO5 (stereo not given in full) | -16% | 2.1 | 58 | -6%
COC(=O)C1=C(c2cccc(OCc3ccccc3)c2)C[C@@H]2CC[C@H]1N2C(=O)NNCc1ccccc1 | 10% | 0.4 | 68 | -2%
C[C@]12CCC3C(CC[C@H]4C[C@@H](O)CC[C@]34C)C1C[C@@H](N)[C@@H]2O (stereo not given in full) | -2% | 1.7 | 47 | 7%
COC(=O)C1=C(c2ccc(Cl)c(C(F)(F)F)c2)C[C@@H]2CC[C@H]1N2C(=O)NCCOc1ccccc1 | 9% | 5.3 | 71 | -2%
COC(=O)C1=C(c2cccc(C#N)c2)C[C@@H]2CC[C@H]1N2C(=O)N1CCCCC1 | 8% | 3.4 | 53 | 0%
COC(=O)C1=C(c2ccc(-c3ccccc3)c(F)c2)C[C@@H]2CC[C@H]1N2C(=O)NCc1cc(C)oc1C(F)(F)F | 11% | 2.0 | 64 | -5%
C[C@@H]1C[C@@H]([C@H](O)CC2CC(=O)NC(=O)C2)C(=O)[C@@H](C)C1 | -8% | -0.2 | 21 | -7%
CC(OC(=O)c1cn(C)c2ccccc12)C(=O)N(C)c1ccccc1 (stereo not given) | 6% | 0.5 | 63 | 4%
CC[C@H](C)[C@@H](C(=O)N1CCCC1c1nccs1)N(C)C(=O)[C@H](CC(C)C)N(C)C(=O)[C@H](Cc1ccc(OC)cc1)N(C)C(=O)/C=C(\C)OC (stereo not given in full) | 7% | -1.8 | 51 | 1%
COC(=O)C1=C(c2cccc(OCc3ccccc3)c2)C[C@@H]2CC[C@H]1N2C(=O)NCc1ccc(OC)c(OC)c1 | 7% | -1.4 | 49 | -3%
COC(=O)C1=C(c2ccc(-c3ccccc3)c(F)c2)C[C@@H]2CC[C@H]1N2C(=O)N1CCCCC1 | 5% | 1.1 | 46 | -10%
CCN(CC)CCC(=O)O[C@H]1CC[C@]2(C)C3CC[C@@]4(C)C(CC[C@]4(C)O)C3CC[C@H]2C1 (stereo not given in full) | 7% | 1.5 | 74 | 4%
COC(=O)C1=C(c2cccc(OCc3ccccc3)c2)C[C@@H]2CC[C@H]1N2C(=O)NCc1ccc(C(C)(C)C)cc1 | 8% | -1.4 | 75 | 1%
COC(=O)C1=C(c2ccc(Cl)c(C(F)(F)F)c2)C[C@@H]2CC[C@H]1N2C(=O)NC1CC1 | 3% | -1.9 | 51 | -10%
O=C1CN=C(c2ccccc2)c2cc([N+](=O)[O-])ccc2N1 | 2% | 0.7 | 41 | -3%
CC(OC(=O)c1cn(C)c2ccccc12)C(=O)N1CCCC1 (stereo not given) | 0% | -1.7 | 54 | -10%
COC(=O)C1=C(c2ccc(F)cc2OCc2ccccc2)C[C@@H]2CC[C@H]1N2C(=O)NCc1cccc(C(F)(F)F)c1 | 5% | 0.9 | 56 | -6%
COC(=O)C1=C(c2cccc(C#N)c2)C[C@@H]2CC[C@H]1N2C(=O)NCCCOC(C)C | -4% | -1.6 | 53 | -10%
COC(=O)C1=C(c2ccccc2OCc2ccccc2)C[C@@H]2CC[C@H]1N2C(=O)NCc1cccc(C(F)(F)F)c1 | 7% | 1.3 | 60 | -8%
CCN(CC)N=O | 7% | -1.1 | 65 | -1%

Fetched by compound from the list above:
SMILES | MgcRacGAP inhibition | NTR1 agonist | NTR1 agonist cell count 20 µM | Dengue-2 NS5 capping | others
O=C1CN=C(c2ccccc2)c2cc([N+](=O)[O-])ccc2N1 | 2% | 0.7 | 41 | -3%
COC(=O)C1=C(c2cccc(OCc3ccccc3)c2)C[C@@H]2CC[C@H]1N2C(=O)NCc1ccc(C(C)(C)C)cc1 | 8% | -1.4 | 75 | 1%
COC(=O)C1=C(c2cccc(OCc3ccccc3)c2)C[C@@H]2CC[C@H]1N2C(=O)NCc1ccc(OC)c(OC)c1 | 7% | -1.4 | 49 | -3%
COC(=O)C1=C(c2ccc(-c3ccccc3)c(F)c2)C[C@@H]2CC[C@H]1N2C(=O)N1CCCCC1 | 5% | 1.1 | 46 | -10%
COC(=O)C1=C(c2ccccc2OCc2ccccc2)C[C@@H]2CC[C@H]1N2C(=O)NCc1cccc(C(F)(F)F)c1 | 7% | 1.3 | 60 | -8%

Some of the compounds tested; rates above refer to the full screens.
